Screening data (PubChem BioAssay)
RPL19A-GFP yeast: yeast TOR pathway RPL19A-GFP modulation. S. cerevisiae RPL19A-GFP strain, flow cytometry, 3 h; stronger effect = lower value. percent response vs DMSO, % at 10 µM. 330,000 tested, 0.3% active. AID 2025;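 active means percent response vs DMSO below 50%; inconclusive means fewer than 70 events counted for the yeast strain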;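 further: median channel GFP fluorescence of the barcoded RPL19A-GFP strain; ratio of sample median GFP to plate DMSO average so 100% = DMSO; lower means less RPL19A-GFP as with rapamycin TOR inhibition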
LAP4-GFP MLPCN: yeast TOR pathway LAP4-GFP modulation; S. cerevisiae LAP4-GFP multiplex, flow cytometry GFP, 3 h; median GFP as percent of DMSO wells; GFP response vs DMSO, % at 10 µM; 320,000 tested, 0.34% active;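 active means GFP response vs DMSO above a set limit, about the screen mean plus 3 SD, cut at about 150% in these data; inconclusive means under 70 cell events counted for the yeast strain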
proCasp7 act: counter-screen for procaspase-3 activators: activators of human procaspase-7; 330,000 tested, 0.093% active; activation, % at 8.5 µM; recombinant procaspase-7, Ac-DEVD-pNA absorbance 405 nm; D23A/D198A/D206A triple mutant, cannot self-cleave; scale: DMSO 0, 5 µM enzyme 100; AID 463210; P55210;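 active means percent activation above the screen-wide mean plus 3 SD, cut at about 25% in these data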
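Assay system – Uncleavable procaspase-7 mutant enzyme · Quantity – 2 µM procaspase-7 mutant as dispensed · Times – 1 h preincubation, 2 h reaction · Dosing – single nominal 8.5 µM compound dose, 0.8% DMSO final · Buffer or medium – Zinc-free 50 mM HEPES buffer, pH 7.4, with NaCl and Triton X-100 · Detection – Epi-absorbance of released pNA at 405 nm, two timepoints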
ZTA DNA inh: blocks Epstein-Barr virus ZTA, an EBNA-1 counter-screen; P03206; ZTA-DNA binding, fluorescence polarization; inhibition, % at 11 µM; 320,000 tested, 0.15% active; AID 2234; in the data active means inhibition above about 33%
MEP2 TOR yeast: alters MEP2-GFP fluorescence in TOR pathway yeast screen; S. cerevisiae MEP2-GFP strain, flow cytometry GFP, 3 h; 100% = DMSO control level; GFP response vs DMSO, % at 10 µM; 330,000 tested, 0.51% active;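 active means GFP response versus DMSO above a set limit, roughly screen mean plus 3 SD, cut at about 180% in these data; inconclusive means fewer than 70 cells counted for a yeast strain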;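 further: median GFP fluorescence of the barcode-gated MEP2-GFP cells per well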
procasp3 activ: activates human procaspase-3; P42574; recombinant procaspase-3 D3A, Ac-DEVD-pNA absorbance 405 nm; activation, % at 8.5 µM; 330,000 tested, 0.11% active; AID 463141;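 active means activation above the mean of all tested compounds plus 3 SD, cut at about 21% in these data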;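 further: 0% = DMSO alone and 100% = DMSO wells spiked with extra 5 µM PC-3 D3A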
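Assay system – Procaspase-3 D3A mutant, all three cleavage aspartates alanine · Controls – DMSO-only low control, 5 µM PC-3 D3A high control · Schedule – 1 h compound preincubation, 2 h substrate hydrolysis at 25 °C · Signal – 405 nm absorbance of p-nitroaniline, reads at 0 and 120 min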
EBNA-1 inh: blocks EBNA-1 binding to DNA; EBNA-1 DNA binding, fluorescence polarization; inhibition, % at 14.8 µM; 300,000 tested, 0.34% active; AID 1950; in the data active means inhibition above about 28%
AHR activator: human AHR activation. P35869. AHR-responsive luciferase reporter cells, luminescence. activation, % at 5 µM. 320,000 tested, 2.5% active. AID 2796; in the data active means activation above about 47%;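 further: 0% = vehicle wells and 100% = reference agonist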
* marks the source's active call; other numbers are inactive results; ? = inconclusive; . = not tested or not shown; [ ] = another dose, or the depositor's remark.

SMILES	RPL19A-GFP yeast	LAP4-GFP MLPCN	proCasp7 act	ZTA DNA inh	MEP2 TOR yeast	procasp3 activ	EBNA-1 inh	AHR activator
COc1ccc(N2C(=O)CSC2c2ccccc2)cc1 (stereo unspecified)	95.8	91.2	11.9	11.0	97.3	1.8	-4.5	1.5
CS(=O)(=O)N1CCC(C(=O)Nc2cccc(Cl)c2Cl)CC1	101.9	98.6	-3.5	0.7	111.4	5.3	-6.2	-3.0
O=S(=O)(NN1CCOCC1)c1ccc(Cl)s1	105.6	104.6	-4.1	-5.1	105.6	-10.2	-26.6	0.9
C=CC[C@@H](CC(=O)N[C@H](CO)Cc1ccccc1)C(=O)N[C@H](COC(=O)[C@@H](CC=C)Cc1ccc(F)cc1)C(C)(C)C	98.8	100.5	3.8	.	102.6	-8.2	.	5.5
O=S(=O)(Nc1nc2ccccc2[nH]1)c1ccc(Cl)cc1	100.9	107.6	0.6	-8.3	102.3	7.6	2.5	-2.3
COc1ccc(C)cc1NC(=O)c1sc2nc(C)nc(N3CCOCC3)c2c1C	98.9	96.8	2.2	-0.8	95.4	-1.4	-7.5	12.0
c1nc(NCc2ccc3c(c2)OCO3)c2cc(-c3ccoc3)ccc2n1	93.0	96.0	8.2	.	97.2	-6.8	.	24.4
CC(OC(=O)c1ccco1)C(=O)NC1CCCCC1 (stereo unspecified)	94.8	102.9	3.4	-7.4	95.7	7.7	-2.4	-0.2
COc1ccc(-n2c(C(C)n3nc(C)c([N+](=O)[O-])c3C)n[nH]c2=S)cc1 (stereo unspecified)	90.9	83.6	-0.9	0.0	98.2	-5.2	-8.7	-0.4
COc1ccc(CCNC(=O)CSc2n[nH]c(C)c2[N+](=O)[O-])cc1OC	97.2	97.3	-2.1	20.5	95.2	9.8	-12.2	0.1
CNC(=O)c1sccc1S(=O)(=O)Cc1c(Cl)cccc1Cl	96.4	99.7	-2.6	-2.0	102.7	0.2	-2.8	0.1
COCc1cc(C)nc(SCC(=O)Nc2cc(C(F)(F)F)ccc2N2CCOCC2)c1C#N	97.7	89.4	-6.4	-5.9	95.1	-9.9	-1.4	19.4
CCn1nnnc1NCc1cccc(Cl)c1	100.3	103.2	10.8	-7.3	99.3	0.0	-0.4	6.0
COc1ccc(NC(=O)c2cc(Cl)ccc2NC(=O)c2ccco2)c(OC)c1	39.6*[may fluoresce violet]	78.3[may fluoresce violet]	4.4	7.6	212.9*[may fluoresce violet]	-2.0	0.1	36.3
O=C(C1=C[C@@H](c2ccc(Br)cc2)C[C@@H](OCc2ccc(CO)cc2)O1)N1CCN(Cc2ccc3c(c2)OCO3)CC1	103.1	107.4	4.1	0.6	92.5	2.3	3.0	1.9
Cc1ccc(C(=O)Nc2ccc3c(c2)CCC3)o1	93.5	107.4	4.4	-0.8	93.8	3.7	-1.4	3.3
COc1ccc(CNC(=O)CCS(=O)(=O)c2cc3c(cc2Cl)NC(=O)CO3)cc1	107.7	96.8	11.4	7.0	100.4	0.0	-16.5	1.9
CCOC(=O)C1(Cc2ccc(OC)cc2)CCN(C(=O)CC2CCC(=O)N2)CC1 (stereo unspecified)	92.3	94.7	3.4	13.7	92.2	-3.7	5.5	-0.8
COc1ccc(Cc2noc(CN3CCCC(C(=O)c4cccs4)C3)n2)cc1OC (stereo unspecified)	100.4	101.5	5.0	-4.1	100.4	-1.2	3.8	2.1
CSc1nc(C)c2c(n1)N(c1ccc(C(C)C)cc1)CC2	93.7	86.5	-6.2	-13.4	99.6	-3.7	4.6	-1.7
O=C(CN1C(=O)C2CC=CCC2C1=O)Nc1ccc(OC(F)(F)F)cc1 (stereo unspecified)	98.3	102.7	4.3	0.8	100.2	2.2	.	0.6
c1ccc(-c2nnc(NC3=NCCC3)o2)cc1	96.0	110.1	2.9	2.6	102.3	9.2	6.3	9.4
O=C(OCc1nc2ccccc2s1)c1cnccn1	103.5	111.5	-1.1	17.3	105.4	2.4	16.3	13.2
Cc1cc(NC(=O)CN(C)CC(=O)Nc2ccc(Cl)c(C(F)(F)F)c2)no1	103.4	113.6	1.4	-2.1	105.0	1.6	.	1.2

Continued (5 carried over from the part before).
SMILES	RPL19A-GFP yeast	LAP4-GFP MLPCN	proCasp7 act	ZTA DNA inh	MEP2 TOR yeast	procasp3 activ	EBNA-1 inh	AHR activator
CSc1nc(C)c2c(n1)N(c1ccc(C(C)C)cc1)CC2	93.7	86.5	-6.2	-13.4	99.6	-3.7	4.6	-1.7
O=C(CN1C(=O)C2CC=CCC2C1=O)Nc1ccc(OC(F)(F)F)cc1 (stereo unspecified)	98.3	102.7	4.3	0.8	100.2	2.2	.	0.6
c1ccc(-c2nnc(NC3=NCCC3)o2)cc1	96.0	110.1	2.9	2.6	102.3	9.2	6.3	9.4
O=C(OCc1nc2ccccc2s1)c1cnccn1	103.5	111.5	-1.1	17.3	105.4	2.4	16.3	13.2
Cc1cc(NC(=O)CN(C)CC(=O)Nc2ccc(Cl)c(C(F)(F)F)c2)no1	103.4	113.6	1.4	-2.1	105.0	1.6	.	1.2
O=C(c1cc(-c2ccccc2Cl)nc2ccccc12)N1CCOCC1	106.7	67.8	-2.3	-11.3	95.9	15.2	-0.4	23.3
COc1ccccc1NC(=O)OCC#CCOC(=O)Nc1ccccc1OC	102.8	96.8	-10.5	11.6	110.3	-2.2	5.2	4.4
CC(C)c1ccc(C(=O)OC2CCOC2=O)cc1 (stereo unspecified)	101.9	108.0	1.8	0.8	98.9	-3.9	-8.9	-2.1
Cc1cccc(NC(=O)[C@@H]2CCCN2C(=O)OC(C)(C)C)c1	103.9	109.0	11.6	-11.4	101.7	1.9	-1.5	-1.1
Cc1cc(=O)oc2ccc(OC(C)C(=O)O)cc12 (stereo unspecified)	97.6	92.5	-0.9	-22.9	90.0	5.5	-2.3	7.5
Cc1cc(Br)ccc1SCC(=O)OCC(=O)Nc1ccc2[nH]c(=O)[nH]c2c1	96.2	103.1	4.2	-10.2	91.5	5.6	.	4.2
COCCCN=C(c1ccco1)n1c(=S)nc(-c2ccco2)n(CCCOC)c1=S	92.9	100.5	-37.7	-3.6	96.8	-15.1	-3.0	10.6
Cn1nc(C(=O)Nc2cccc(S(=O)(=O)N3CCOCC3)c2)c2ccccc2c1=O	97.2	103.3	3.2	-4.7	103.4	0.1	.	3.2
CN(c1ccccc1)S(=O)(=O)c1ccccc1Br	92.9	104.0	2.3	2.8	82.7	1.7	.	-0.8
C[C@@H](NC(=O)[C@@H]1Cc2ccccc2CN1)C(=O)NCc1ccco1	101.3	93.4	-3.3	9.2	101.5	-1.3	3.3	0.5
CCO[C@H]1OC(C(=O)N2CCN(Cc3ccc4c(c3)OCO4)CC2)=C[C@@H](c2cn(C(C)=O)c3ccccc23)[C@@H]1CCCO	99.0	100.7	5.8	-0.7	85.2	2.8	2.4	1.3
N#Cc1cc(C(=O)Cc2ccccc2)c[nH]1	99.6	92.2	0.5	-12.3	99.0	-3.6	-6.6	-1.4
COc1ccc2c(c1)c1nnc(SC)nc1n2C	54.2	103.5	14.9	-2.2	101.0	7.6	1.6	44.4
COc1ccc(NC(=O)COc2ccc(N(C)S(=O)(=O)c3ccc(Cl)cc3)cc2)cc1	98.3	118.5	-5.7	-5.9	107.1	3.1	.	2.0
O=C(Nc1ccccc1)Nc1ccc2ccccc2n1	104.2	90.1	0.8	5.1	106.5	16.2	18.1	4.3
COC(=O)CNc1nc(Cl)nc(Nc2ccc(C)cc2)n1	97.1	101.5	-1.4	5.0	99.1	-0.9	11.5	0.8
Cc1cc(C)cc(OCC(=O)N(Cc2ccco2)c2c(N)n(Cc3ccccc3)c(=O)[nH]c2=O)c1	97.1	103.4	-0.3	-2.7	98.2	1.2	.	1.2
Cc1ccc(S(=O)(=O)n2ccc3c(OCCOCCSCC(NC(=O)OC(C)(C)C)C(=O)O)cccc32)cc1 (stereo unspecified)	100.0	93.8	-8.8	5.5	105.2	5.5	7.3	-0.7
Cc1cc(C)n2c(SCC(=O)N(CC(C)C)c3c(N)n(CC(C)C)c(=O)[nH]c3=O)nnc2n1	97.1	97.5	-10.6	-16.0	100.6	0.7	-3.1	-0.5
O=C(Oc1ccc(C(=S)N2CCCCC2)cc1)c1ccccc1F	104.2	94.1	-4.2	-14.2	99.0	-3.9	-2.8	0.4
Cc1c(C(=O)N2CCC(N3CCSCC3)CC2)oc2c(F)cccc12	98.6	106.6	14.8	17.4	94.3	4.5	-1.3	2.2
CCOC(=O)C1CCN(C(=O)Nc2ccc(C)c(Cl)c2)CC1	95.3	104.7	10.0	-5.2	96.0	11.9	-13.9	-2.0
COc1cccc(/C=C(/C#N)c2nc3ccccc3[nH]2)c1OC(C)C(=O)O (stereo unspecified)	106.0	95.7	2.2	-5.2	102.3	2.1	-1.1	18.5
COc1cc2c(cc1OC)C(c1cccs1)N(C(=O)c1cccc(S(=O)(=O)N(C)C)c1)CC2 (stereo unspecified)	97.0	104.3	9.5	8.6	101.8	-1.5	-8.9	1.3
COC(=O)c1cc(-c2ccc(S(=O)(=O)N3CCCCC3)cc2)c(C(F)(F)F)s1	89.9	104.0	-12.1	6.9	111.3	3.6	-0.5	-0.2
O=C(O)CC1(CC(=O)NCc2ccc(F)cc2)CCCCC1	?	87.7[may fluoresce red and violet]	1.1	10.8	103.5[may fluoresce red and violet]	5.7	-2.2	-1.1
Cc1ccccc1NC(=O)Cc1nc(COC(=O)CNS(=O)(=O)c2cccc(Br)c2)cs1	107.9	96.9	5.1	0.1	102.5	-0.5	-6.4	7.3
Cc1cc(N2CCN(C)CC2)nc2ccc(NC(=O)CCC(=O)NCCC3=CCCCC3)cc12	99.5	99.8	2.9	-14.6	101.5	6.6	2.3	2.3
COc1ccccc1CN(C)C(=O)CSc1nnc(C2CC2)n1C1CC1	95.1	87.0	3.0	-14.0	94.4	4.9	.	5.6
COC(=O)CSc1nc(NCc2ccccc2)nc(N(C)C)n1	93.1	99.0	8.2	6.6	97.7	-2.8	-9.0	0.1
CCN(CC)C(=O)COc1ccc(/C(C)=N/Nc2ncc(Cl)cc2Cl)cc1	106.3	93.6	1.0	-0.4	106.2	-0.1	7.3	25.3
O=C(Nc1ccc(-n2nncc2-c2ccco2)cc1)c1ccc(F)cc1	98.6	107.9	1.3	-7.9	109.4	-0.6	-8.3	4.0
CN(NC(=O)Nc1ccc(Cl)cc1)c1ncc(C(F)(F)F)cc1Cl	98.8	107.7	2.8	1.5	103.1	3.1	-1.9	0.1
CSc1nnc(SCC2=NNC(=O)SC2)s1	103.0	87.2	-1.9	-14.5	98.3	-3.5	-2.5	5.6
Cc1ccc(C2C(C#N)=C(N)Oc3cc(N)ccc32)cc1 (stereo unspecified)	103.5	92.0	-17.3	2.7	104.0	-17.0	-6.7	-3.3
Nn1c(SCC(=O)Nc2ccccc2)nnc1C1CCCCC1	100.6	104.5	2.1	0.8	108.3	2.7	-2.2	-1.6

Whole records, quoted from the list.
Results for Nn1c(SCC(=O)Nc2ccccc2)nnc1C1CCCCC1 = RPL19A-GFP yeast: 100.6; LAP4-GFP MLPCN: 104.5; proCasp7 act: 2.1; ZTA DNA inh: 0.8; MEP2 TOR yeast: 108.3; procasp3 activ: 2.7; EBNA-1 inh: -2.2; AHR activator: -1.6
Results for Cc1ccccc1NC(=O)Cc1nc(COC(=O)CNS(=O)(=O)c2cccc(Br)c2)cs1 = RPL19A-GFP yeast: 107.9; LAP4-GFP MLPCN: 96.9; proCasp7 act: 5.1; ZTA DNA inh: 0.1; MEP2 TOR yeast: 102.5; procasp3 activ: -0.5; EBNA-1 inh: -6.4; AHR activator: 7.3
